E coli RNAP: E. coli RNAP inhibitors, biochemical. DNA-directed RNA polymerase subunit beta (Escherichia coli (strain K12)), P0A8V2. 62,000 tested, 0.2% active. AID 559, 2006. inhibition, %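 (tested at 10 µM)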. E. coli RNA polymerase, fluorescence transcription assay; in the data active = inhibition above about 20%;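 also: 0% = enzyme without compound and 100% = no enzyme blank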
HTR1A agonist: human 5-HT1a receptor agonists, primary screen, cell-based, CHO, Ga15 NFAT-bla reporter; AID 567, 2006; CHO 5-HT1a Ga15 NFAT-bla reporter, FRET ratio; 0% basal, 100% maximal reference agonist; 65,000 tested, 0.56% active; activation, % at 10 µM; 5-hydroxytryptamine receptor 1A (Homo sapiens), P08908;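 active = activation above the screen-wide mean activation plus 3 SD, cut at about 19% in these data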;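 also: 0% = DMSO wells and 100% = 5-CT at EC100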
Target sequence (P08908 whole entry, looked up): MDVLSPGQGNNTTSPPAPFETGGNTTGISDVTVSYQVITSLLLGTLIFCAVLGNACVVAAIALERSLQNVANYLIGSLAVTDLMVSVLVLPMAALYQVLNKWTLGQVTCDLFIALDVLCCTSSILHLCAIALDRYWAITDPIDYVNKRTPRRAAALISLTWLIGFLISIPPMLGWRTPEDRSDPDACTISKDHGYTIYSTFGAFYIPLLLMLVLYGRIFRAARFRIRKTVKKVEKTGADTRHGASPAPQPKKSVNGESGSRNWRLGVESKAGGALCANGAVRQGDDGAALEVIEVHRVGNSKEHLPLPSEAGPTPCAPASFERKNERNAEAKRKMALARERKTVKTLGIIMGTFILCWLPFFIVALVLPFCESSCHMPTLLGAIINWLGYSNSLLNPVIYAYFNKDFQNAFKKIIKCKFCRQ
Hsp90 block: tumor Hsp90 inhibitors, primary screen, cell lysate, fluorescence polarization, NCI-N417 lysate. Cy3B-geldanamycin FP displacement. inhibition, % at 30 µM. 64,000 tested, 0.35% active. AID 429, 2006;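 active = inhibition above 50%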;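 also: 0% = tracer plus lysate wells and 100% = tracer alone without lysate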
M1 ag: M1 muscarinic receptor agonists, primary screen, CHO-M1 cells, Fluo-4 calcium, agonist mode. B-score at 10 µM. Muscarinic acetylcholine receptor M1. AID 626, 2007. Fluo-4 calcium fluorescence; active compounds read high. 64,000 tested, 3% active;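 active = fluorescence rise, raw or as B-score row- and column-corrected plate score, outside the 99.7% band of its plate's samples, either direction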
Autofluor 339: intrinsic fluorescence of library compounds, ex339/em460 – biochemical, MLSMR library, data from DPM-DC assay, artefact control, profiling panel. 65,000 tested, 5.5% active. AID 709, 2007. fluorescence fold increase at 10 µM. compound autofluorescence, ex339/em460 nm, NADH buffer; active compounds read high; 1 = no-compound wells, NADH background;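 active = at 10 µM, mean starting fluorescence two-fold or more over control wells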;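 also: signal is the first read of a kinetic run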
NADH enzymes: inhibitors of PK/LDH coupling enzymes, profiling panel, artefact control, biochemical, MLSMR library; coupled PK/LDH NADH assays, four targets; IC50, µM (titrated, usually from 10 µM), for the others: top-dose inhibition; 65,000 tested, 0.02% active; AID 774, 2007;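 active = single-dose screening hits from any of four coupled enzyme assays that gave an IC50 when retested across doses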;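 also: the DPM-DC format reads NADH fluorescence rather than 340 nm absorbance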
M1 antagonist: antagonists of rat M1 muscarinic receptor; Muscarinic acetylcholine receptor M1 (Rattus norvegicus), P08482; CHO-M1 cells, Fluo-4 calcium, ACh EC80 antagonist mode; active compounds read low; B-score at 10 µM; 64,000 tested, 3.4% active;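 active = calcium fluorescence response, raw or row-and-column corrected B-score, differing from the plate sample mean either way at a set confidence level, mostly lower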
Target sequence (P08482 whole entry, looked up): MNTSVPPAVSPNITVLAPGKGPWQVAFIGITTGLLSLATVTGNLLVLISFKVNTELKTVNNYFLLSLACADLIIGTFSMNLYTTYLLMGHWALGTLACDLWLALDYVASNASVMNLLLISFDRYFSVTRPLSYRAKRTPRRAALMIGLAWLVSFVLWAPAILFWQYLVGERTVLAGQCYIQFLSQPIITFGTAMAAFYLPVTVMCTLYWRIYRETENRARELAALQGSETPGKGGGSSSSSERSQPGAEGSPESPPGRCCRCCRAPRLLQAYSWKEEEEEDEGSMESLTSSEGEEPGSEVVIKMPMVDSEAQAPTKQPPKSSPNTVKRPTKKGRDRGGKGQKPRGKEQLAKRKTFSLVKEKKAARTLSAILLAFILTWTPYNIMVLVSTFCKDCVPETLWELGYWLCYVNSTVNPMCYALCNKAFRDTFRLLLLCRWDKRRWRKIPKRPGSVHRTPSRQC
HER2 expr 66K: inhibitors of Her2 protein expression, primary screen, SKBR-3 cells, AlphaScreen, 66K library. Receptor tyrosine-protein kinase erbB-2 (Homo sapiens), P04626. SKBR-3 HER2 protein level, 18-24 h; active compounds read low. HER2 level % of control, % at 10 µM. 65,000 tested, 0.69% active. AID 645, 2007;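 active = HER2 level under 5% of the carrier-only control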;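 also: 100% = DMSO carrier and 0% = 500 nM PU-H71 HSP90 inhibitor; lower value means stronger loss of Her2 protein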
D1 allo mod: D1 CRE-luciferase signal change, two-sided – cell-based, HEK293 D1, dopamine EC30, D1 allosteric modulator project, primary screen | D(1A) dopamine receptor (Homo sapiens), P21728 | dopamine EC30 potentiation; actives deviate in either direction | 58,000 tested, 5.9% active | B-score at 10 µM | AID 641, 2007;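 active = luminescence count or its row- and column-corrected plate score outside the 99.7% band of the plate's sample wells, on either side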
Active calls of the source: *; . = not tested or not shown; [ ] = remark or other dose. Not a hit list. About 16% of those tested had a hit in this group.

SMILES	E coli RNAP	HTR1A agonist	Hsp90 block	M1 ag	Autofluor 339	NADH enzymes	M1 antagonist	HER2 expr 66K	D1 allo mod
O=C(Nc1cccnc1)c1c(F)cccc1F	7.3	0.1	-3.8	-0.152	1.07	1.0%	0.0383	93.3	-0.192
O=C(O)C1C2C=CC(C2)C1C(=O)NCCc1cccc(Cl)c1 (centres undefined)	2.7	7.6	-3.4	-0.281	1.11	5.0%	0.416	92.4	0.863
Cc1sc2ncnc(OCC(=O)N3CCN(S(=O)(=O)c4ccc(Cl)cc4)CC3)c2c1C	4.6	-1.4	-4.4	-0.223	1.01	3.0%	0.216	91.1	5.32
O=C(O)C1CCCCC1C(=O)NCCc1ccccc1 (centres undefined)	3.5	-3.4	-0.7	-0.47	1.03	4.0%	0.791	97.7	0.096
Cc1ccc2c(Cl)cc(Cl)c(OCC(=O)NC(=O)NCc3ccco3)c2n1	7.5	4.9	0.1	-0.749	1.08	4.0%	0.884	100.2	-1.58
COc1ccc(C(C)=O)cc1CSCCC(=O)O	-2.5	1.8	5.3	-1.15	1.07	6.0%	0.317	134.0	.
O=C(NC1CC2CCCC(C1)N2C(=O)N1CCCCC1)C1CCCCC1 (centres undefined)	9.0	2.7	-3.1	0.398	1.08	5.0%	-0.412	129.4	0.0973
Cc1ccc(C2c3sc(=O)[nH]c3SC3C(=O)NC(=O)C32)cc1 (centres undefined)	7.2	0.4	-4.2	0.141	1.01	2.0%	0.257	112.1	-1.69
Cc1ccc(OC(=O)CCc2c(C)nc3ncnn3c2C)cc1	5.2	-1.1	0.2	0.472	1.05	2.0%	0.0258	138.8	-0.376
Cc1c(C(=O)OCCN2CCCCC2)oc2ccccc12	20.4	-1.4	-2.5	0.605	1.09	5.0%	-10.1*	92.5	-0.0498
COc1ccc2c(c1)[nH]c1c(N3CCN(Cc4ccc5c(c4)OCO5)CC3)ncnc12	0.2	0.2	.	2.25	1.28	5.0%	-1.93	62.2	.
COc1ccc(-c2cc(C(F)F)n3ncc(C(=O)NCC4CCCO4)c3n2)cc1 (centres undefined)	-10.3	5.2	4.0	0.48	2.99*	4.0%[fluoresces]	-0.264	78.0	1.86
COC(=O)[C@H](CCSC)NC(=O)N1CCN(c2cccc(C(F)(F)F)c2)CC1	11.7	-1.2	-2.5	-1.35	1.06	5.0%	-0.0697	51.4	-0.407
CCN(CC)CCCN1C(=O)C(O)=C(C(=O)c2sc(C)nc2C)C1c1ccc(C)o1 (centres undefined)	6.9	-3.2	-16.8	0.314	1.07	7.0%	0.164	109.2	0.545
Cc1nnc(NC2=NCCC2)s1	6.1	-1.7	-2.2	0.825	1.06	7.0%	1.09	83.1	-0.796

The final 3 compounds of the part before lead into the next:
SMILES	E coli RNAP	HTR1A agonist	Hsp90 block	M1 ag	Autofluor 339	NADH enzymes	M1 antagonist	HER2 expr 66K	D1 allo mod
COC(=O)[C@H](CCSC)NC(=O)N1CCN(c2cccc(C(F)(F)F)c2)CC1	11.7	-1.2	-2.5	-1.35	1.06	5.0%	-0.0697	51.4	-0.407
CCN(CC)CCCN1C(=O)C(O)=C(C(=O)c2sc(C)nc2C)C1c1ccc(C)o1 (centres undefined)	6.9	-3.2	-16.8	0.314	1.07	7.0%	0.164	109.2	0.545
Cc1nnc(NC2=NCCC2)s1	6.1	-1.7	-2.2	0.825	1.06	7.0%	1.09	83.1	-0.796
Cc1cnc(NC(=O)c2ccco2)s1	6.2	1.5	.	-0.18	1.07	3.0%	0.266	53.6	.
Cn1c(=O)c2c(nc(CN3CCCCC3)n2CCc2ccccc2)n(C)c1=O	-9.0	0.0	-2.9	-0.0604	1.03	2.0%	0.407	77.2	-0.615
COC(=O)c1cn(C(C)C(=O)NCc2ccco2)c2ccccc12 (centres undefined)	-0.1	-1.6	.	-1.2	1.07	6.0%	0.586	.	-0.104
CC1(C)CC(=O)C2=C(C1)N(Cc1ccco1)C(=O)C2(NC(=O)c1cccnc1)C(F)(F)F (centres undefined)	1.3	-1.3	-2.1	0.367	1.09	3.0%	0.124	95.7	-0.26
O=C(Nc1ccccc1N1CCN(c2ccccc2)CC1)c1cccc(F)c1	-6.0	3.4	-2.0	-0.048	1.04	3.0%	0.00975	90.4	-0.256
CC(C)(C)c1ccc(S(=O)(=O)N2CCN(CCC#N)CC2)cc1	11.7	-2.4	-1.8	-1.27	1.08	1.0%	-1.03	91.3	0.122
CN1CCc2nc(SCC(=O)Nc3ccc(Cl)cc3)c(C#N)cc2C1	2.7	-0.7	-11.9	0.0193	1.22	1.0%	-0.382	104.7	.
Cc1cc(C)nc(-n2nc(C)cc2NC(=O)COC(=O)CCC(=O)c2cccs2)n1	1.1	0.4	-4.9	0.0817	1.13	6.0%	-0.204	105.8	2.31
O=C(CN1CCC(C(=O)c2ccc3c(c2)OCCO3)CC1)NC1CCCC1	1.9	1.6	-4.2	-0.0155	1.1	11.0%	0.777	107.8	0.000932
CCn1c(C(=O)OC)cc2c1ccn2-c1ccc(F)cc1	0.2	-0.5	-1.3	-0.536	1.07	2.0%	-0.000493	94.0	-0.101
CCCCNC(=O)c1ccc(CS(=O)(=O)c2ccc(OC)cc2)o1	0.5	-2.5	-2.1	0.129	1.05	6.0%	-1.31	74.5	0.128
Cc1oc2ccc(OCc3ccc(F)cc3)cc2c1C(=O)O	0.1	-0.4	-3.5	.	1.14	2.0%	.	80.8	0.00429
CCOc1ccc(C(C)=O)cc1N1C(=O)C2C3C=CC(O3)C2C1=O (centres undefined)	4.5	-2.3	-1.0	.	1.07	6.0%	.	70.0	.
CC(=O)Nc1c(Cl)n(C(C)=O)c2ccccc12	9.7	.	7.9	-1.02	1.01	4.0%	0.668	159.4	-0.823
CC1(C)CC(=O)c2cc(OCC(=O)N3CCN(c4ccccc4F)CC3)ccc2O1	-3.4	1.2	-5.8	-0.00364	2.58*	6.0%[may fluoresce]	-0.0519	112.3	0.711
CCOC(=O)C1=C(C)NC(=O)NC1c1ccc(OCC(=O)OC)c(OC)c1 (centres undefined)	9.9	-0.1	1.6	0.00556	1.05	7.0%	0.742	87.5	.
O=C(NCCN1CCCC1)C1CCN(S(=O)(=O)N2CCC3(CC2)OCCO3)CC1	2.9	-1.2	0.1	-1.51	1.08	7.0%	-1.72	104.6	-0.421
COc1ccc(CN(Cc2ccccn2)C(=O)CN2C(=O)C(C)Oc3ccccc32)cc1 (centres undefined)	7.4	-1.2	-5.5	14.6*	1.08	4.0%	-1.06	82.9	0.227
O=C(Nc1cc(C(F)(F)F)ccc1Cl)c1cc(C2CC2)on1	4.7	-0.9	-0.8	-0.00539	1.04	4.0%	-0.25	74.9	-0.136
CCn1c(SCC(=O)c2cccs2)nnc1-c1cccs1	1.3	-0.7	-6.7	-1.51	1.1	3.0%	-0.315	179.0	-0.418
COCCN1CC(O)=C(c2nc3ccccc3c(=O)[nH]2)C1=N	.	-2.3	-11.3	-0.909	3.71*	4.0%[fluoresces]	0	160.6	6.79*
N#C/C(=C1/CCCCCN1)c1nnc2n1CCCCC2	9.3	-0.3	-0.2	-0.289	1.07	4.0%	0.0118	110.4	0.158
CC(=O)C1(C)OC(N)=C(C#N)C(c2ccccc2)C1(C#N)C#N (centres undefined)	15.0	1.8	-0.5	1.35	1.18	0.0%	-0.862	144.2	.
N#CC(C#SN)=C1CCCCC1	9.6	-4.9	-6.3	0.446	1.07	7.0%	-0.175	107.5	0.466
O=C(C1CCC(Cn2c(=S)[nH]c3ccccc3c2=O)CC1)N1CCN(c2ccccc2)CC1 (centres undefined)	11.5	11.7	-3.8	1.29	1.09	6.0%	0.869	64.8	-1.74
COc1ccc(CNC(=O)CSc2ncnc3nc[nH]c23)cc1	2.9	-2.8	-0.9	31.2*	1.07	6.0%	-0.831	117.9	0.0413
CC1(C)Cc2c(c(-c3ccccc3Cl)[nH]c(=O)c2C#N)CO1	7.3	-1.7	-3.3	-0.426	1.13	5.0%	0.151	135.0	.
O=C(NCCN1CCOCC1)c1ccc2c(c1)N(Cc1ccccc1)C(=O)CS2	3.5	-0.2	-1.4	-0.331	1.06	2.0%	-2.98*	96.8	-0.877
Nc1nnc(Cc2ccc(Cl)cc2)s1	12.6	1.3	-3.9	0.0121	0.99	3.0%	0.145	100.7	0.0995
CS(=O)(=O)NCCSCc1ccccc1	9.6	-0.1	-9.2	0.255	1.1	4.0%	0.728	83.5	-0.119
COCCn1c(-c2ccccc2F)n[nH]c1=S	-12.5	0.8	-1.1	0.979	1.04	8.0%	-0.33	93.1	-0.0171
COc1ccc(Cc2nc(-c3ccc(Br)cc3)no2)cc1	1.4	-3.1	-1.0	0.584	1.06	3.0%	0.728	.	-0.844
COc1ccc(S(=O)(=O)N2CCC(C(=O)NCc3ccco3)CC2)cc1	5.5	-0.4	-5.9	-0.00926	1.02	2.0%	-0.334	121.2	-0.595
COC(=O)C1CCN(C(=O)C23CCC(C)(C(=O)O2)C3(C)C)CC1 (centres undefined)	3.2	6.2	-5.0	-0.524	1.06	4.0%	0.0998	90.4	0.298
CC(C)c1ccc(C(=O)N2CCN(CCO)CC2)cc1	7.5	-0.2	.	-0.723	1.09	3.0%	-0.225	51.9	-0.0358
O=C(CCNS(=O)(=O)c1ccc(Br)s1)NC1CCCC1	-8.9	-1.6	-4.2	0.478	1.14	5.0%	0.746	89.5	-0.267
OCCCCNc1cccc2ccccc12	3.6	-3.3	35.9	-0.43	3.72*	9.0%[fluoresces]	0.321	92.5	0.861
COc1ccc(S(=O)(=O)Nc2ccc(O)c3ccccc23)cc1	23.9*	1.0	-3.3	-0.59	1.21	3.0%	0.59	3.4*	-0.448
CCOc1ccc(Br)cc1/C=N/O	0.1	.	.	0.399	1.07	7.0%	1.57	149.3	2.51
Cc1noc(C)c1COC(=O)c1cccc(S(=O)(=O)N2CCCCCC2)c1	1.6	1.2	-2.2	3.06*	1.05	6.0%	-2.22	90.5	-1.06
CCOC(=O)N1CCN(C(=O)c2ccc3c(c2)sc2nc(-c4ccccc4)cn23)CC1	2.5	-2.0	2.0	3.14	1.17	8.0%	-2.93*	94.4	.
Cn1nc(-c2ccccc2)c2nc3ccccc3nc21	4.8	-1.2	-1.0	133*	1.79	10.0%	4.53*	65.5	2.31
O=C(COC(=O)Cc1cccs1)Nc1ccccc1	2.5	-1.3	-4.4	0.0949	1.11	3.0%	-0.094	78.7	-0.157
OC(COC1CCCCC1)CN1CCN(c2ccccc2)CC1 (centres undefined)	2.7	7.3	1.9	0.766	1.03	2.0%	-1.41	98.2	-0.356
CC(C)NC(=O)C1CCN(C(=O)N(C)C)CC1	1.0	-3.3	-0.6	-1.71	1.02	6.0%	0.327	85.2	-0.0503
COc1ccc(NC(=O)C2CC(=O)N(c3cc(C)ccc3C)C2)cc1 (centres undefined)	2.3	-0.4	2.1	0.0372	1.08	6.0%	-0.371	131.9	-0.00743
CCOc1ccc2nc(NC(=O)CN3CCC(n4nnc5cc(F)ccc54)CC3)sc2c1	-7.1	1.1	-0.7	0.519	1.22	1.0%	-1.92	65.7	-0.694
COC(=O)C(C)Sc1nc2c(c(=O)[nH]c(=O)n2C)n1CCC(C)C (centres undefined)	.	-0.4	-0.1	-0.172	0.95	4.0%	0.3	107.7	9.94*

Source: PubChem BioAssay (several laboratories)
